Source: PubChem (several laboratories)
GSH fluor: compound fluorescence on glutathione beads, profiling panel, artefact control, biophysical, 488/530 nm, flow cytometry | fluorescence (KMESF) at 10 µM | 0.25% of 190,000 active | GSH beads flow cytometry, compound fluorescence 488/530 nm; hits give high values; in the data active = fluorescence above about 89;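 also: glutathione beads carrying GST-tagged Bcl family fusion proteins plus one bare bead set; values are compound well signal with DMSO vehicle wells as background; inactives centre near 16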
Rac1 mut GTP: GTP binding modulators of activated mutant Rac1, primary screen, biochemical, bead-based flow cytometry, multiplex, fluorescent GTP | percent activity (GTP binding), % at 10 µM | 0.11% of 190,000 active | AID 764, 2007 | GST-Rac1 activated beads; actives lie on both sides; 100% means binding = to untreated wells;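 active = GTP binding at least 20 percentage points away from the 100% baseline, in either direction, so actives lie on both sides; inconclusive = Compound likely fluorescent itself, or too few beads counted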
ABCG2 inh: ABCG2 efflux pump inhibitors, primary screen, multiplex with ABCB1, IgMXP3 cells, flow cytometry; AID 1325, 2008; JC-1 efflux; Broad substrate specificity ATP-binding cassette transporter ABCG2 (Homo sapiens), Q9UNQ0; inhibition, % at 6.6 µM; 0.1% of 190,000 active;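 active = inhibition above 80%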;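 also: 0% = DMSO and 100% = nicardipine control wells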
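test system = two drug-resistant human cell lines, ABCG2 and ABCB1 | amount = 3 million cells/mL final, two lines in 1:1 ratio | reagent = JC-1 transporter substrate | doses = one concentration, 6.6 µM final | incubation = 10 min at 25 °C | signal = flow cytometric JC-1 green MFI at 530 nm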
HRas wt GTP bind: modulators of GTP binding to HRas wildtype, primary screen, biochemical, bead-based flow cytometry, multiplex | GTPase HRas (Homo sapiens), P01112 | GST-Ras wt beads, Bodipy-FL-GTP binding; actives lie on both sides | GTP binding activity, % at 10 µM | 0.14% of 190,000 active | AID 759, 2007;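 active = GTP binding activity at least 20% away from the 100% baseline, either lowered as inhibitor or raised as activator; inconclusive = flagged as likely green fluorescent, judged across all proteins in the well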;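 also: 0% = unlabeled GTP competition control and 100% = no-compound control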
Pf gametocyte: late stage P. falciparum gametocyte viability inhibitors, primary screen, ATP luminescence, HTS; P. falciparum stage V gametocytes, 24 h; 0.065% of 150,000 active; inhibition, % at 10.9 µM;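 active = inhibition above the mean plus 3 SD of compounds within the control limits, set per campaign, cut at about 38% in these data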;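 also: 0% = DMSO wells and 100% = medium only without gametocytes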
Rab7 wt GTP bind: modulators of GTP binding to Rab7, primary screen, biochemical, wildtype, multiplex bead flow cytometry | 0.055% of 190,000 active | GST-Rab7 beads, fluorescent GTP binding; actives lie on both sides; untreated = 100%, excess cold GTP = 0% | GTP binding activity (percent of control), % at 10 µM | Rab7 GTPase wild type (dog), Bodipy-FL-GTP binding;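 active = fluorescent GTP binding to Rab7 beads changed by at least 20 points from the 100% baseline, either direction, mostly lower; inconclusive = compound itself probably fluorescent, or too few beads counted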;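 also: median green fluorescence of bound Bodipy-FL-GTP per Rab7 bead population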
Rac1 wt modul: wildtype Rac1 GTP binding modulators, primary screen, biochemical, GST-Rac1 beads, flow cytometry, multiplex; GTP binding activity (% of control), % at 10 µM; fluorescent GTP binding; actives lie on both sides; 0 = cold GTP competed, 100 = untreated; 0.27% of 190,000 active; Ras-related C3 botulinum toxin substrate 1 (Homo sapiens), P63000;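 active = GTP binding activity at least 20 points away from the 100% control level, either lower or higher; inconclusive = compound flagged as likely green fluorescent, judged across all proteins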
ABCB1 inh: ABCB1 efflux pump inhibitors, primary screen, cell-based, multiplex, flow cytometry, ABCG2 counter-screen; ATP-dependent translocase ABCB1 (Homo sapiens), P08183; CCRF-Adr cells, JC-1 efflux; inhibition, % at 6.6 µM; 0.067% of 190,000 active; in the data active = inhibition above about 40%;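 also: 0% = vehicle and 100% = reference inhibitor; higher value means more JC-1 retained so stronger ABCB1 efflux block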
Target sequence (P08183 whole entry, looked up): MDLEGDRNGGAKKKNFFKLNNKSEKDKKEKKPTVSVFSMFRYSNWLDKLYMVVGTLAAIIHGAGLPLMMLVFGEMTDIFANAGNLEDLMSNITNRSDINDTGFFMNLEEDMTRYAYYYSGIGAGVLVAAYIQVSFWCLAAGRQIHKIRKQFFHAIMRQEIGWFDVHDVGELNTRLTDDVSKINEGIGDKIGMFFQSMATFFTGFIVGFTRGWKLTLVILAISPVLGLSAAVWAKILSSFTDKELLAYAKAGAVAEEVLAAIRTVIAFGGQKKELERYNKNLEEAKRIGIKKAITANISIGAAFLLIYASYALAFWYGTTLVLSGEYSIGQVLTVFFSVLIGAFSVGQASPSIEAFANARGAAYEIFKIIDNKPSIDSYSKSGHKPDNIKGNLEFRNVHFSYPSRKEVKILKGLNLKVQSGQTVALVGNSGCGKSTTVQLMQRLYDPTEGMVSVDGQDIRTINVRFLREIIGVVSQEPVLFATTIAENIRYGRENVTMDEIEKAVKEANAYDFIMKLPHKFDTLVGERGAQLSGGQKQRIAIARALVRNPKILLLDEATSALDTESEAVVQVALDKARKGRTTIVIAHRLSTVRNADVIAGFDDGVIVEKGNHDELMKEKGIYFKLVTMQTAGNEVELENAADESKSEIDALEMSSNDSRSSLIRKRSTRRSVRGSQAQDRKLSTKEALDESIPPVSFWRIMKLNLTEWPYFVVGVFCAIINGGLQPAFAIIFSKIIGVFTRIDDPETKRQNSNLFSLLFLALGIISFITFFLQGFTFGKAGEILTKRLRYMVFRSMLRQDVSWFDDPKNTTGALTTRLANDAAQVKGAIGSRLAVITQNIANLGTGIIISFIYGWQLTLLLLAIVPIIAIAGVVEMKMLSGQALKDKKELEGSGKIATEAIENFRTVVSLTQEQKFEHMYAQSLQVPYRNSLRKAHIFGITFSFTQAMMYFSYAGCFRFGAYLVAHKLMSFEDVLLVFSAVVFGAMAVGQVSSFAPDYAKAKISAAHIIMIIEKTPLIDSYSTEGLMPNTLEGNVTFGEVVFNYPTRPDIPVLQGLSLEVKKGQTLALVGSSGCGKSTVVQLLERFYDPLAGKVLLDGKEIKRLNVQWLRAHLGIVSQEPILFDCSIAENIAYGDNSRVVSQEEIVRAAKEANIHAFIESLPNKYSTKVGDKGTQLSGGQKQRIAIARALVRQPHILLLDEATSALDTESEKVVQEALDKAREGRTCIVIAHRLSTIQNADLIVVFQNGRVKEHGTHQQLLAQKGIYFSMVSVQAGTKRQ
Rab2 wt GTP: modulators of GTP binding to Rab2A wildtype, primary screen, biochemical, dog, bead-based flow cytometry, multiplex; 0.19% of 190,000 active; Ras-related protein Rab-2A (Canis lupus familiaris), P61105; GTP binding activity, % at 10 µM; GST-Rab2 wt beads, Bodipy-GTP binding;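 active = GTP binding activity at least 20 points away from 100%, either lowered or raised; inconclusive = signal likely due to the compound's own green fluorescence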;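 also: 0% = beads with excess unlabeled GTP and 100% = no-compound control corrected for plate trend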
Avidin bead fluor: green autofluorescence of compounds with avidin beads – biophysical, 488/530 nm, flow cytometry, artefact control, profiling panel; compound fluorescence 488/530 nm; hits give high values; fluorescence (KMESF) at 10 µM; 0.38% of 220,000 active; in the data active = fluorescence above about 47; also: inactives centre near 10
Cdc42 wt GTP: modulators of GTP binding to wildtype Cdc42, primary screen, biochemical, multiplex bead flow cytometry, Bodipy-GTP; Cell division control protein 42 homolog (Homo sapiens), P60953; GST-Cdc42 beads; actives lie on both sides; percent activity (GTP binding), % at 10 µM; 0.2% of 190,000 active; AID 761, 2007;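 active = percent activity GTP binding at least 20 points away from the 100% baseline, either down as inhibitor or up as activator; inconclusive = compound flagged as likely green fluorescent from well-wide comparison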;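 also: median bead fluorescence of bound Bodipy-FL-GTP at 100 nM; 0% = excess unlabeled GTP control and 100% = no compound control; below 100% means less GTP binding so inhibitor and above means activator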
Starred values were filed as active, the others as inactive; ? = inconclusive; · = no result given. Rows were taken by chance, and some 1.1% of all compounds hit somewhere here.

SMILES	GSH fluor	Rac1 mut GTP	ABCG2 inh	HRas wt GTP bind	Pf gametocyte	Rab7 wt GTP bind	Rac1 wt modul	ABCB1 inh	Rab2 wt GTP	Avidin bead fluor	Cdc42 wt GTP
Nc1nc(-c2ccc(Cl)cc2)nnc1-c1ccc(Br)cc1	25	95	1	97	5	104	99	0.2	97	11	96
CCn1c(Cc2ccccc2)nnc1SCC(=O)Nc1ccc(S(N)(=O)=O)cc1	19	100	0	104	·	103	103	-0.3	106	7	104
CCOC(=O)C(NC(=O)CC)(Nc1nc2c(s1)CCCC2)C(F)(F)F (stereo not given)	156*	98	0	100	1	97	103	0.6	102	7	100
CCn1c2ccccc2c2cc(N)ccc21	22	98	19	101	·	101	103	1.1	101	29	101
Cc1cccc(C)c1NC(=O)COc1ccccc1C(=O)Nc1ccc(Br)cn1	4	100	27	101	5	101	105	2.5	100	12	102
COc1ccc2c(Cl)c(C(=O)NCCCn3ccnc3)sc2c1	13	93	4	96	-6	91	93	0.7	93	31	97
CCN(C(=O)c1ccco1)c1nc(CC(=O)Nc2ccc(Cl)cc2)cs1	6	101	2	101	-11	97	104	0.2	97	15	102
S=C(c1ccc(-c2ccc(Cl)c(Cl)c2)o1)N1CCOCC1	26	96	-2	97	·	97	101	-0.5	97	10	99
COc1cc(OC)cc(-c2nc3ccccc3c(=O)o2)c1	12	98	-2	104	·	103	103	0.3	102	23	101
COCCn1nnnc1C(C(C)C)N(Cc1cccnc1)Cc1ccccc1Cl (stereo not given)	31	94	-1	96	·	99	97	0.7	96	8	96
Cc1nnc(SC(C)C#N)n1-c1ccccc1 (stereo not given)	14	95	2	99	-15	98	97	0.7	97	8	95
CCn1c(SCC(=O)Nc2nc(-c3ccccc3)cs2)nnc1-c1ccccc1O	11	95	2	96	16	100	97	0.2	98	8	97
COc1cccc(C2NC(=O)c3ccccc3O2)c1OC (stereo not given)	48	97	3	97	-199	100	100	0.6	97	9	99
CN(C)S(=O)(=O)c1cc(NC(=O)CN2CCN(c3ccccc3)CC2)ccc1Cl	21	99	3	100	·	100	102	0.9	99	13	105
CN1C(=O)S/C(=C\c2ccccc2OCc2ccc(C(=O)O)cc2)C1=O	15	93	30	96	17	94	100	0.9	98	15	97
CC(C)CN1CCN(Cc2ccc(C#CC(C)(C)O)cc2)CC1CCO (stereo not given)	10	96	1	99	-10	98	101	0.8	99	2	101
Cc1cc(C)n2cc(COc3ccccc3)nc2n1	10	105	2	104	·	101	107	0.4	104	7	104
COc1ccccc1N1CCN(C(=O)c2oc3cc(C)cc(C)c3c2C)CC1	21	89	14	93	5	95	93	-0.3	94	4	92
COc1ccc(S(=O)(=O)N2CCC(C(=O)Nc3cccc(Cl)c3)CC2)cc1OC	20	100	-1	97	8	96	101	-0.3	98	18	98
COc1cccc(NC(=O)c2cccs2)c1	28	98	7	98	-9	99	100	0.0	99	12	99
O=C(Nc1cccc(S(=O)(=O)N2CCCC2)c1)c1ccc2c(c1)OCO2	8	94	53	92	13	92	90	0.7	90	24	99
COC(=O)C1C(=O)C2=C(CC1C)NC(C)=C(C(=O)OC(C)C)C2c1ccc(OC)c(O)c1 (stereo not given)	23	97	0	101	·	97	102	0.1	99	6	101
CCN(CC)c1nc(SCC(=O)O)nc(N(CC)CC)n1	30	94	2	97	8	98	95	0.1	96	8	96
Cc1c(O)c(S(=O)c2ccccc2)c(=O)n(-c2ccccc2)c1-c1ccccc1 (stereo not given)	10	91	0	94	-13	92	94	0.0	92	7	94
CNCc1ccccc1OCc1ccc(F)cc1	16	96	-1	98	15	105	102	-0.2	97	14	96
COc1ccc(CCNC(=O)CCN2C(=O)C(C)Oc3ccc(C)cc32)cc1OC (stereo not given)	14	99	5	99	-36	98	101	1.3	99	29	101
Cc1cccc(NC(=O)Cn2nnc(C(=O)NCc3cccs3)c2N)c1C	39	102	0	101	·	101	106	-0.1	100	8	102
CCCS(=O)(=O)N1CCC(C(=O)NCCCN(C)Cc2ccccc2)CC1	30	98	7	99	·	99	101	0.4	98	9	97
Cc1ccc(S(=O)(=O)N2CCCCC2)cc1C(=O)OCC(=O)NC(=O)NC12CC3CC(CC(C3)C1)C2	9	98	7	100	·	98	102	1.5	98	7	99
CCCCOc1ccc(/C=C/C2=CC(C)(C)NC(=S)N2)cc1OCC	17	93	2	98	-20	105	93	-0.2	97	9	98

Sorted by the number under Rab2 wt GTP (highest first): some entries from above.
| canonical_smiles | GSH fluor | Rac1 mut GTP | ABCG2 inh | HRas wt GTP bind | Rab7 wt GTP bind | Rab2 wt GTP | Avidin bead fluor | Cdc42 wt GTP |
| --- | --- | --- | --- | --- | --- | --- | --- | --- |
| CC(C)CN1CCN(Cc2ccc(C#CC(C)(C)O)cc2)CC1CCO (stereo not given) | 10 | 96 | 1 | 99 | 98 | 99 | 2 | 101 |
| CCCCOc1ccc(/C=C/C2=CC(C)(C)NC(=S)N2)cc1OCC | 17 | 93 | 2 | 98 | 105 | 97 | 9 | 98 |
| Cc1c(O)c(S(=O)c2ccccc2)c(=O)n(-c2ccccc2)c1-c1ccccc1 (stereo not given) | 10 | 91 | 0 | 94 | 92 | 92 | 7 | 94 |

(list continues)
SMILES	GSH fluor	Rac1 mut GTP	ABCG2 inh	HRas wt GTP bind	Pf gametocyte	Rab7 wt GTP bind	Rac1 wt modul	ABCB1 inh	Rab2 wt GTP	Avidin bead fluor	Cdc42 wt GTP
Cc1c(NC(=O)c2cccs2)cccc1-c1nc2ccccc2s1	15	98	13	99	5	99	104	0.3	100	6	102
Cn1ccnc1C(=O)c1ccc(S(=O)(=O)N2CCCC2)cc1	14	98	2	100	·	102	100	0.3	101	10	98
CN1CCC(OC(=O)Cc2ccc(Cl)cc2)CC1	14	93	1	93	-1	95	92	0.5	94	7	96
Cc1ccc(S(=O)(=O)N(CC(=O)N2CCc3ccccc3C2)c2cccc(Cl)c2)cc1	10	98	2	101	-9	98	104	1.0	95	25	103
CC(=O)Nc1ccc(S(=O)(=O)N2CCC(c3nc4ccc(C)cc4[nH]3)CC2)cc1	10	102	1	102	·	97	105	-0.2	101	12	102
COc1cccc(N2CCN(C(=S)Nc3cc(C)cc(C)c3)CC2)c1	21	97	7	97	-54	100	100	0.5	97	8	97
O=C(Nc1ccc(F)cc1)c1ccc2nc[nH]c2c1	14	96	8	95	12	92	96	1.2	94	11	97
S=C(c1ccc2c(c1)OCO2)N1CCCC1	32	93	0	95	·	96	93	-0.1	97	4	97
CN1CN(C)c2cccc3cccc1c23	19	99	-1	100	11	100	105	-0.4	100	27	103
N#CCCn1cc(/C=N/O)c(-c2ccc(-c3ccccc3)cc2)n1	64	99	2	99	·	100	98	0.5	96	6	97
CCn1c(SCC(=O)Nc2ccc(Cl)cc2)nnc1C1CC1	16	97	10	99	·	95	104	1.4	97	7	98
O=C(NC(NC1CCS(=O)(=O)C1)C(=O)c1ccccc1)c1ccc(Cl)cc1 (stereo not given)	4	97	2	103	·	104	100	0.8	101	18	102
CN(C(=O)CN1C(=O)c2ccccc2S1(=O)=O)c1ccccc1C(=O)O	49	98	0	96	16	95	95	0.2	98	15	98
O=C1C2C3C=CC(CO)(O3)C2C(=O)N1c1ccccc1-c1ccccc1 (stereo not given)	27	101	4	100	·	98	103	0.1	101	9	102
C#CCOCCOCCOCCNc1nc(N2CCN(C(=O)[C@H](CCC(=O)O)n3cc(C(N)CC(C)C)nn3)CC2)nc(N2CCN(C(=O)[C@H](Cc3ccc(O)cc3)n3cc(C(N)[C@H](C)CC)nn3)CC2)n1 (stereo not given in full)	17	95	0	98	·	96	99	-0.1	96	6	98

Three compounds drawn at random from those above:
SMILES	GSH fluor	Rac1 mut GTP	ABCG2 inh	HRas wt GTP bind	Pf gametocyte	Rab7 wt GTP bind	Rac1 wt modul	ABCB1 inh	Rab2 wt GTP	Avidin bead fluor	Cdc42 wt GTP
CCCS(=O)(=O)N1CCC(C(=O)NCCCN(C)Cc2ccccc2)CC1	30	98	7	99	·	99	101	0.4	98	9	97
Cc1cccc(NC(=O)Cn2nnc(C(=O)NCc3cccs3)c2N)c1C	39	102	0	101	·	101	106	-0.1	100	8	102
COc1ccccc1N1CCN(C(=O)c2oc3cc(C)cc(C)c3c2C)CC1	21	89	14	93	5	95	93	-0.3	94	4	92

(next part)
SMILES	GSH fluor	Rac1 mut GTP	ABCG2 inh	HRas wt GTP bind	Pf gametocyte	Rab7 wt GTP bind	Rac1 wt modul	ABCB1 inh	Rab2 wt GTP	Avidin bead fluor	Cdc42 wt GTP
Cn1c(=O)c2c(SCC(=O)N3CCOCC3)nc(C3CC3)nc2n(C)c1=O	27	102	3	103	·	100	106	0.9	103	7	103
CCn1cc(C(=O)Nc2ccccc2)c(=O)c2ccc(C)nc21	15	94	3	95	·	96	97	0.7	94	13	95
COc1ccc(C)cc1NC(=S)N1CCN(c2ccccn2)CC1	11	97	7	100	-3	102	104	-0.1	99	11	102
N#Cc1cc(-c2ccccc2)oc1NC(=O)c1ccccc1	41	93	6	97	2	95	98	0.1	95	12	98
Cc1cc(C)c(C)c(S(=O)(=O)N2CCN(C)CC2)c1C	12	95	1	98	-10	104	97	0.2	97	21	94
COc1cccc(NC(=O)Cc2ccccc2)c1	6	98	1	99	·	97	100	0.1	97	7	101
CCOc1ccc(-n2c(SCC(=O)NC(C)CC)nc3n[nH]c(C)c3c2=N)cc1 (stereo not given)	23	?	19	?	·	?	?	0.7	?	13	?
O=C(NS(=O)(=O)Oc1ccc(Cl)cc1)OC[C@@H]1CCCN2CCCC[C@H]12	14	101	0	104	3	98	106	0.2	103	13	102
COCCCNC(=O)c1ccc(C(=O)NCCCOC)cc1	60	99	1	103	23	97	101	0.2	102	7	101
CSc1ncc(Cl)c(C(=O)Nc2cccc3ccccc23)n1	16	102	0	102	20	101	104	-0.1	101	13	104
